Source: PubChem
p97 ATPase inh – inhibitors of human p97 ATPase; P55072; recombinant p97 ATPase, Kinase-Glo ATP luminescence, 3 h; inhibition, % at 8 µM; 220,000 compounds, 0.42% hits; AID 1481; in the data active means inhibition above about 15%;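 further: 0% = DMSO vehicle and 100% = wells lacking enzyme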
Furin inhibitor – blocks human furin protease activity; P09958; purified furin, fluorogenic substrate cleavage; inhibition, % at 30 µM; 220,000 compounds, 0.061% hits; in the data active means inhibition above about 25%; further: inactives centre near -15
Target sequence (P09958 108-714 limits assumed): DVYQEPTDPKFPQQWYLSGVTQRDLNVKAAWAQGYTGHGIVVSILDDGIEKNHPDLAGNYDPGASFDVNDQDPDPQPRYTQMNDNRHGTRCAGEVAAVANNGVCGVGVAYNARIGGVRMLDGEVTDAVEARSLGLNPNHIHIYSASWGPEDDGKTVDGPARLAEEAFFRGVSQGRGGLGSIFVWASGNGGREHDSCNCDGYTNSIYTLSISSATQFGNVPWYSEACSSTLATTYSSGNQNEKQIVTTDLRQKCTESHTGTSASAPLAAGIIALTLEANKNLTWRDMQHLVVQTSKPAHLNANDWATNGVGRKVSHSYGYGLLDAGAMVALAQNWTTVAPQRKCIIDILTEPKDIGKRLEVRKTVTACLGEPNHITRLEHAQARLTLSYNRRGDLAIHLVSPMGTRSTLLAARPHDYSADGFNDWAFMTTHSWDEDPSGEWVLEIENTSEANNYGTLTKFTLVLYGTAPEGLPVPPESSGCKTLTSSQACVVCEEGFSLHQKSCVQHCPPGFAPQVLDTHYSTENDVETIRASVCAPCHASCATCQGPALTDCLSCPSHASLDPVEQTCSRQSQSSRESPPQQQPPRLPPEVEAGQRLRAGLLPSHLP
Thrombin inh – blocks human thrombin protease activity. P00734. alpha-thrombin, Boc-VPR-AMC fluorogenic substrate cleavage. inhibition, % at 5 µM. 220,000 compounds, 0.26% hits. AID 1046;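 active means inhibition at or above 40%; inactive means inhibition below 40%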;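 further: 0% = enzyme with no compound and 100% = wells without enzyme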
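Test system: human alpha-thrombin protein / Dosing: one concentration per compound, 5 µM, with 0.2% DMSO / Medium: pH 7.5 Tris-saline with Tween 20 / Benchmarks: no-compound enzyme wells and no-enzyme blanks / Read-out basis: percent inhibition of thrombin substrate cleavage / Timing: reaction at room temperature / Measured by: fluorescence, ex 355 nm, em 460 nm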
FXIa inh – inhibitors of human coagulation factor XIa; inhibition, % at 5 µM; purified FXIa, Boc-Glu-Ala-Arg-AMC fluorogenic substrate; 220,000 compounds, 0.14% hits; P03951;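 active means inhibition of at least 40%; inactive means inhibition below 40%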;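 further: fluorescence of freed AMC excited at 355 nm; 0% = enzyme without compound and 100% = no enzyme blank; many of its hits are not listed in these tables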
Wee1 stabilizer – inhibitors of human Wee1 degradation | P30291 | HeLa Luc-Wee1K328M stability, luciferase luminescence; 100% = proteasome inhibitor MG132 effect | reporter increase, % at 5 µM | 220,000 compounds, 1.2% hits | AID 1321;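 active means activation above the mean of all tested compounds plus 3 SD, set per screening run, cut at about 8.8% in these data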;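 further: cells exposed to compound for 20 h before luminescence read; 0% = DMSO alone and 100% = MG132 at 30 µM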
KCC2 mod – modulators of human KCC2 chloride dependent transport; KCC2 cells, thallium flux FluoZin-2 fluorescence; B-score of Tl+ flux slope (higher = more flux/activation; lower = inhibition) at 10 µM; 190,000 compounds, 2.2% hits; AID 1456;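 active means thallium flux slope and its plate-corrected score both differing from the plate sample mean at a set confidence after two filtering rounds, in either direction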;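 further: slope of fluorescence scaled to starting intensity during 10 to 20 s after thallium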
FXIIa inh 1536 – blocks human coagulation factor XIIa protease activity; P00748; purified FXIIa, Boc-QGR-AMC fluorogenic substrate, 2 h; inhibition, % at 5 µM; 220,000 compounds, 0.3% hits; AID 800; in the data active means inhibition above about 40%;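 further: 0% = enzyme with no compound and 100% = blank without enzyme; many of its hits are not listed in these tables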
PERK inh – blocks human PERK kinase | Q9NZJ5 | CHO PERK-DD fusion, SEAP luminescence translation reporter | inhibition, % at 5.6 µM | 220,000 compounds, 0.17% hits | AID 1416;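 active means inhibition above the mean inhibition of all tested compounds plus 3 SD, set separately per screening campaign, cut at about 2.9% in these data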;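 further: PERK kinase domain activated by AP20187 dimerizer at 100 nM; 0% = DMSO with dimerizer and 100% = rapamycin at 8.4 µM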
hK5 inh – blocks human kallikrein 5 protease activity; recombinant hK5, fluorogenic AMC substrate cleavage; inhibition, % at 5 µM; 210,000 compounds, 0.59% hits;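 active means inhibition of 40% or more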;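 further: 0% = enzyme controls without compound and 100% = no-enzyme blanks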
Target sequence (Q9Y337 67-293 limits assumed): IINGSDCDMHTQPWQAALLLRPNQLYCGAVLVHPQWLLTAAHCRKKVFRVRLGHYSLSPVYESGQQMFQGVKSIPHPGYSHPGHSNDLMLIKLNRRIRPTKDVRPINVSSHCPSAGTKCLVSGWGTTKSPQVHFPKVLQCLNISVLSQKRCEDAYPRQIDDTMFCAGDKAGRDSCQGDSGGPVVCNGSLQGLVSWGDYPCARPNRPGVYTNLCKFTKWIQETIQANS
The depositor's hits bear a star; / = not tested or not shown; [ ] = dose if it differs, or a comment.

Structure	p97 ATPase inh	Furin inhibitor	Thrombin inh	FXIa inh	Wee1 stabilizer	KCC2 mod	FXIIa inh 1536	PERK inh	hK5 inh
O=C(CN1c2ccccc2Sc2ccccc21)NNC(=O)Nc1ccc(Cl)cc1	10	-23	-1	-2	-1	0.5	5	-1.2	1
CC(=O)N1CCN(CC(=O)c2ccc(Br)cc2)CC1	0	-14	-1	5	3	1.1	6	1.1	-9
CCOC(=O)CC(C(=O)OCC)P(=O)(c1ccccc1)c1ccccc1 (centres undefined)	-2	-25	1	0	2	0.35	7	-0.1	4
CC1CCCN(c2ccc(C(=O)Nc3cccnc3)cc2[N+](=O)[O-])C1 (centres undefined)	-6	-10	-6	-1	-2	-0.97	7	0.6	-1
O=c1c2cnn(-c3ccccc3Cl)c2ncn1Cc1cccnc1	4	-2	-1	-1	2	0.56	8	1.1	5
Cc1ccc(-n2cc(CN3CCC(O)(c4ccccn4)CC3)c(-c3ccc(F)cc3)n2)cc1	4	-22	-4	3	-1	-0.73	10	-0.9	-2
CCOc1ccc(C(=O)Nc2ccccc2CC)cc1[N+](=O)[O-]	2	-13	-2	24	2	-0.32	19	0.1	2
COc1cc(/C=C(\C#N)C(=O)Nc2ccc3ccccc3c2)c([N+](=O)[O-])cc1OC	6	-9	-5	5	3	0.62	11	1.3	-7
CC(NC(=O)c1ccc(OC2CCN(C(=O)c3cccnc3)CC2)cc1)C1CC1 (centres undefined)	2	-27	0	1	-2	-0.17	16	0.7	3
CSc1cccc(NC(=O)C2CCCN2S(=O)(=O)c2ccc(Br)s2)c1 (centres undefined)	-2	-15[20 µM]	3	-1	1	-1.9	8	-1.3	0
Cc1c(NC(=O)c2cc3c(=O)n4ccccc4nc3s2)c(=O)n(-c2ccccc2)n1C	4	-7	0	3	-3	0.9	13	0.4	3
O=C(CN1CCCC1)Nc1ccccc1C(=O)c1ccccc1	8	-10	-9	7	-1	-0.00066	6	0.6	-5
Cc1ccc(C)c(-n2cc[nH]c2=S)c1	6	-17	-11	3	5	0.019	16	1.2	-7
CN(CC(=O)Nc1ccccc1C(F)(F)F)C(=O)COc1ncnc2ccccc12	1	-19	-10	-3	0	0.53	2	0.5	-11
C/C(=N\NC(=O)CSc1nc2ccccc2o1)c1cccc(O)c1	2	-27	-2	-2	2	0.88	3	2.3	-3
Cc1cccc(C(=O)NCC(=O)OCC(=O)N2CC3(C)CC2CC(C)(C)C3)c1 (centres undefined)	-2	-7	-6	8	0	-1.2	4	-0.5	-20
Cc1cccc(C(=O)N/N=C/c2ccncc2)c1	-4	-4[20 µM]	-4	-5	0	-0.98	5	0.7	-3
NC(=O)N1CCC2(CC1)NC(=O)N(c1ccccc1)N2	6	-30	3	-2	1	/	8	0.7	1
CC(C)Sc1ccc([N+](=O)[O-])cc1C(=O)Nc1ccncc1	3	3	-11	-5	0	0.0052	-2	-0.3	-5
CN1/C(=C/C2CC(=O)NC2=O)C(C)(C)c2ccccc21 (centres undefined)	3	-26[20 µM]	-13	-7	13*	/	-2	-0.3	-30
COC(=O)CN(c1ccc(OC)cc1)S(=O)(=O)c1ccc(OC)c(OC)c1	1	-5[20 µM]	5	6	2	0.14	18	-1.2	-3
CCCCCC1CC(CC(=O)NC(=S)Nc2ccccc2Cl)C(=O)O1 (centres undefined)	3	-10	-6	-4	-1	1.8	6	0.3	0
CCCCNC(=O)CSc1nc2cc3c(cc2c(=O)n1CCC(=O)NCCc1ccc(OC)c(OC)c1)OCO3	2	-5	-11	-2	0	0.34	5	1.5	-1
Cc1nn2c(NC(C)C)c3c(nc2c1-c1ccccc1)CCC3	-2	-19	-2	-7	0	-1.6	4	0.8	0
CCOC(=O)C1CCN(C(=O)CN(c2ccc(Oc3ccccc3)cc2)S(C)(=O)=O)CC1	-2	-18	0	-6	-1	-0.027	1	-0.6	-7
Cc1cccc(N=C2NN=C(c3ccc4c(c3)OCCO4)CS2)c1	-3	-11[20 µM]	4	7	2	0.21	3	0.2	0
COC(=O)NCc1cc2cc(Cl)ccc2[nH]1	1	-22[20 µM]	-3	5	5	-0.54	8	1.9	17
O=C(CCC1CCCN(C(=O)c2ccsc2)C1)N1CCN(c2ccccn2)CC1 (centres undefined)	3	-5	-9	-1	-4	-1.2	1	-1.1	-2
Cc1ccccc1OCC(=O)NCC(=O)N/N=C/c1cccc([N+](=O)[O-])c1	1	-17	-2	-3	-1	0.0032	7	1.4	-8
O=C(NCc1ccc(F)cc1)c1ccc(N2CCc3ccccc32)c([N+](=O)[O-])c1	4	-2	-3	0	-1	-1.4	12	-0.5	-16
N#Cc1nc(-c2ccco2)oc1NCCN1CCOCC1	-1	-13	-4	-2	-2	/	2	1.3	-10
COc1ccc(NC(=O)c2ccc(COc3ccc(C)cc3)o2)cc1	-3	-15	3	0	-2	0.4	12	-0.4	1
Cn1nc(C(F)(F)F)c(C#N)c1N1CCN(c2cccc(C(F)(F)F)c2)CC1	-3	-6[20 µM]	25	13	-2	-0.12	19	0.2	-6
O=C(CSC1=NCCS1)N1CCc2ccccc21	-6	-11[20 µM]	4	2	1	-0.26	13	0.2	2
COC(C(=O)NNC(=O)CCc1ccccc1)c1ccccc1 (centres undefined)	5	-7	-8	0	6	0.24	5	0.9	0
CCOC(=O)C1(Cc2ccccc2C(F)(F)F)CCN(C2CCSC2)CC1 (centres undefined)	-2	-28	-10	-1	4	0.14	9	0.5	/
O=C(Nc1nc(-c2cc(F)ccc2F)cs1)c1ccccn1	5	-15	-4	-5	0	7.4*	-1	0.3	-25
CCOC(=O)c1ccccc1NC(=O)CN(c1ccccc1)S(=O)(=O)N(C)C	-2	-5[20 µM]	-5	-4	0	-1.8	5	0.0	-8
Cc1ccc(-n2c3c(c(O)c(-c4ccccc4)c2=O)C(=O)CC(C)(C)C3)cc1	2	-13	0	9	-1	0.97	10	0.5	-9
C=CCc1c(C)nc(SCC(N)=O)[nH]c1=O	3	-17[20 µM]	4	-1	-1	/	0	-0.4	-18
COc1ccc(N2CCN(c3oc(-c4ccco4)nc3C#N)CC2)cc1	-7	-9	6	-3	1	/	11	1.1	-2
Cc1cc(C)c[n+](-c2[nH]c(=O)sc2/C=N/NC([S-])=Nc2ccccc2)c1	7	6	-3	0	-1	0.22	9	1.0	-10
CCOC(=O)c1ccc(N/N=C/c2cc(Br)cc([N+](=O)[O-])c2O)cc1	-1	-7	11	1	-1	-0.092	8	0.1	-6
CCOc1ccc(-n2c(Cc3cc(=O)[nH]c(=O)[nH]3)nnc2SCC(N)=O)cc1	7	-30	-7	12	-2	0.037	22	0.6	-3
Cc1ccc2c(c1)N(CCC(=O)NC1CC1)C(=O)C(C)O2 (centres undefined)	3	-15	-1	0	3	0.42	10	0.1	-4

Some of these compounds in order of their number in p97 ATPase inh, smallest number first:
Molecule	p97 ATPase inh
O=C(CSC1=NCCS1)N1CCc2ccccc21	-6
CCOC(=O)C1(Cc2ccccc2C(F)(F)F)CCN(C2CCSC2)CC1 (centres undefined)	-2
O=C(Nc1nc(-c2cc(F)ccc2F)cs1)c1ccccn1	5

Next entries:
Structure	p97 ATPase inh	Furin inhibitor	Thrombin inh	FXIa inh	Wee1 stabilizer	KCC2 mod	FXIIa inh 1536	PERK inh	hK5 inh
CS(=O)(=O)c1nc(-c2ccc(Br)cc2)n[nH]1	-2	-17	-6	3	3	-3.5	98*	-0.1	-2
Cc1cc(=O)nc2c3ccccc3n(CC(=O)Nc3ccccc3Br)n12	7	-7	-6	1	-1	-0.42	3	-1.0	-1
CCOc1ccc(OCCCCOc2ccccc2C(C)=O)cc1	-9	5	7	-3	-1	0.017	6	0.3	-1
O=C(CN1C(=O)c2ccccc2C1=O)OCN1C(=O)c2ccccc2C1=O	4	-27[20 µM]	/	/	-1	-0.14	/	0.8	/
COc1ccc(-n2cc(C(=O)Nc3cc([N+](=O)[O-])ccc3OC)c3ccccc3c2=O)cc1	4	-6	-9	7	3	0.38	8	-0.8	-15
Cc1nn(-c2ccccc2)c(C)c1C(=O)OCC(=O)NC(=O)NC1CCCCC1	-2	-21	-2	6	-2	-0.14	-5	-0.4	2
Cc1ccc(NC(=S)Nn2cnnc2)cc1	0	-14	2	-5	-1	-1.3	2	2.0	-10
CCn1c(CSc2nc(C)cc(C)n2)nnc1SCC(=O)Nc1nc(-c2ccccc2)cs1	7	-13	4	3	-1	0.95	13	1.6	-14
COc1cccc(NC(=O)[C@@H]2CCCN2C(=O)C2CCN(S(=O)(=O)c3ccc(C)cc3)CC2)c1	-2	-13	1	1	7	0.41	7	-1.1	-5
Cc1ccc(CN(c2ccc(C(=O)N3CCc4ccccc4C3)cc2)S(C)(=O)=O)cc1	0	-11[20 µM]	-4	2	-2	-1.2	1	-1.2	-13
S=C(Nc1cccc(Cl)c1)N1CCN(Cc2ccccc2)CC1	4	-16	2	7	11*	-1.7	9	1.1	-1
COc1ccc(NC(C)=O)cc1NC(=O)CCn1c(=O)sc2ccccc21	2	-8[20 µM]	0	13	0	0.04	16	0.3	2
O=C(NC(Cc1ccccc1)c1nc2ccccc2[nH]1)c1cccc([N+](=O)[O-])c1 (centres undefined)	2	-21	5	3	-1	0.72	12	0.2	2
CCOC(=O)c1[nH]c(C)c(C(=O)OC)c1C	6	10	-5	4	1	0.5	4	0.5	2
Cc1ccc(N2C(=O)c3ccccc3C2=O)cc1Cl	2	-23	1	14	0	-0.66	5	0.5	-16
CCOC(=O)c1ccc(Nc2nc(=O)c3cccnc3s2)cc1	-4	-6[20 µM]	3	-7	0	/	11	-0.6	-9
OC(Cn1cccn1)c1ccccc1 (centres undefined)	2	-16	1	8	1	/	18	0.3	6
C=CCn1c(SCC(=O)NCCO)nc2sc(C)c(C)c2c1=O	2	-12	-3	-1	2	-0.36	-5	-0.3	-5
Cn1c(=O)cc(OCC(=O)NCCCN2CCN(c3ccccc3F)CC2)c2ccccc21	-4	-1	-5	-3	3	-0.053	9	-1.2	-2
CCOc1ccc(S(=O)(=O)N(C)c2ccc(OCC(=O)NCc3ccco3)cc2)cc1	6	-14[20 µM]	1	-4	0	/	10	-0.4	-3
Cc1ccc(C)c(/C=N/NC(=S)NCCc2ccccc2)c1	-3	-15[20 µM]	3	4	4	0.21	14	1.1	5
CC1CC(=O)c2cnc(NCc3ccco3)nc2C1 (centres undefined)	11	-8	3	5	-1	-2.5	-5	0.6	3
COc1ccc(CNC(=O)C2(C)Cc3ccccc3C(=O)O2)cc1 (centres undefined)	2	-17	-2	-6	2	-0.21	-2	0.7	-9
Cc1nn(-c2nc(-c3ccco3)cc(C(F)(F)F)n2)c(C)c1Br	5	-10[20 µM]	-2	4	-1	0.062	15	0.8	13
Cc1ccc(-n2c(Cn3c(C)nc4ccccc43)n[nH]c2=S)cc1	5	-15	-6	3	5	0.23	10	0.4	-9
Fc1ccccc1CN(CCN1CCOCC1)C(=S)Nc1ccccc1Cl	5	-27	-1	1	-1	0.22	5	0.1	-3
COCCNS(=O)(=O)c1cc(OC)c(Cl)cc1Cl	-1	-17[20 µM]	4	-1	0	/	0	0.5	-7
